Bioassay records deposited in PubChem by NCI.
mlh1 rad18: NCI yeast anticancer drug screen, S. cerevisiae mlh1 rad18 strain; AID 175; 11% of 79,000 active; growth inhibition, % at 50 µM;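 further: 0% = growth of vehicle-only cultures of the same strain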
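Compound-treated yeast growth, normalised to vehicle controls. Strain bears defined DNA repair mutations.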
yeast rad50: NCI yeast anticancer drug screen, S. cerevisiae rad50 strain. 10% of 79,000 active. % growth inhibition at 50 µM. AID 155;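 further: 0% = growth of vehicle-only cultures of the same strain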
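Growth of the mutant yeast was measured after compound exposure and referenced to vehicle-treated cultures.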
yeast bub3: NCI yeast anticancer drug screen, S. cerevisiae bub3 mutant strain. growth inhibition, % at 50 µM. 9.9% of 78,000 active;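 further: 0% = growth of vehicle-only cultures of the same strain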
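Yeast carrying a defined mutation is treated with each compound, and growth is compared with that of vehicle-exposed cells to give inhibition.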
mec2-1: NCI yeast anticancer drug screen, S. cerevisiae mec2-1 strain | growth inhibition, % at 50 µM | 9% of 79,000 active | AID 157;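 further: 0% = growth of vehicle-only cultures of the same strain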
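Cells of the genetically defined mec2-1 yeast strain are incubated with test compound. Inhibition of growth is calculated against vehicle-treated controls.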
yeast cln2 rad14: NCI yeast anticancer drug screen, S. cerevisiae cln2 rad14 strain; growth inhibition, % at 50 µM; 8.3% of 78,000 active;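 further: 0% = growth of vehicle-only cultures of the same strain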
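The screen exposed genetically defined yeast (cln2 rad14) to test compounds and scored growth inhibition relative to vehicle-treated controls.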
sgs1 mgt1: NCI yeast anticancer drug screen, S. cerevisiae sgs1 mgt1 strain | AID 161 | 10% of 78,000 active | growth inhibition, % at 50 µM;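 further: 0% = growth of vehicle-only cultures of the same strain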
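Test agents were incubated with a DNA-repair-mutant yeast strain. Growth was then read and compared against vehicle-treated controls.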
* hit, by the source's call. No stated cut-off is given here; in the data, active means growth inhibition above about 70%; inactive means the rest.

SMILES	mlh1 rad18	yeast rad50	yeast bub3	mec2-1	yeast cln2 rad14	sgs1 mgt1
CCC(c1ccc(OCC(=O)N2CC2)cc1)C(CC)c1ccc(OCC(=O)N2CC2)cc1 (stereo not given)	1.8	11.8	-0.3	10.3	17.8	13.5
O=c1oc(-c2ccccc2)nc2ccccc12	42.8	76.5*	38.9	31.2	27.5	58.9
CCNCCCN	42.0	53.2	4.2	11.3	44.8	9.8
Cc1c(-c2ccccc2)c2ccccc2c2ccccc12	-14.4	-10.0	2.2	-15.6	0.1	-4.2
O=S(=O)(O)c1cc2cc(S(=O)(=O)O)c(O)cc2cc1O	-7.9	-20.6	-0.2	-7.5	3.5	-1.4
CCOC(=O)c1cnc(-n2[nH]c(C)c(CCO)c2=O)[nH]c1=O	-37.0	-11.2	-8.9	-46.9	-6.2	-33.1
C=C[C@@]1(C)CCC2(O)C(CCC3C2(C)CCC[C@@]3(C)COC(=O)CC(=O)OC)C1 (stereo not given in full)	79.2*	82.8*	76.3*	72.1*	60.5	78.0*
NOCc1ccccc1	-14.3	-11.2	-1.2	-21.8	-21.2	-11.4
C/C(=N\NC(=S)Nc1ccc(C(=O)O)cc1C)c1ccccn1	70.0	60.5	50.9	56.0	19.9	66.5
Oc1ccc(CCC2CCNCC2)cc1	-30.1	7.8	-11.1	23.4	-27.2	7.7
CN(C)c1ccc(N=Nc2ccc3nc[nH]c3c2)cc1	26.5	-3.1	-3.3	6.7	-6.1	42.0
N#CCCN(C(=O)COc1ccc(Cl)cc1Cl)C1CCCCC1	95.0*	85.0*	89.3*	87.7*	87.2*	73.0*
COC(=O)C(CCCCNC(=O)CNC(=O)OCc1ccccc1)NC(=O)C(CCCCNC(=O)CNC(=O)OCc1ccccc1)NC(=O)OCc1ccccc1 (stereo not given)	9.0	-11.6	-24.6	-23.3	2.6	-31.8
O=Nc1c(NO)c2ccccc2c2ccccc12	98.2*	99.1*	98.2*	96.2*	85.8*	97.8*
COC(=O)C1CN(c2ccccc2)CCC1=O (stereo not given)	-12.7	-28.9	-10.3	-31.8	-35.7	-0.6
O=[N+]([O-])c1cccc(SNSc2cccc([N+](=O)[O-])c2)c1	23.8	29.0	9.8	12.8	-35.5	8.4
CC(C)Cn1cnc2c(SCc3ccccn3)nc(N)nc21	-17.4	-6.5	-48.5	-17.4	-30.6	-10.2
CC(=O)NC(CCc1ccc(Cl)c(Cl)c1)c1cccc(O)c(=O)c1 (stereo not given)	88.9*	88.9*	82.5*	92.0*	63.7	86.0*
O=C1C2C3C=CC(C2C(=O)N1CCl)C1C2C(=O)N(CCl)C(=O)C2C31 (stereo not given)	18.7	4.2	13.6	21.1	-5.8	7.8
COC(=O)CC(c1ccc(OC)cc1)c1cc2c(cc1OC)OCO2 (stereo not given)	15.5	3.5	18.3	3.8	7.5	2.8
CCCCCCCCCCCCCCCC[N+](C)(C)c1nc(Cl)nc(Cl)n1	95.8*	99.3*	99.3*	98.1*	95.5*	99.2*
O=C(CBr)c1ccc(S(=O)(=O)c2ccccc2)cc1	78.3*	67.3	72.2*	92.7*	27.9	85.0*
CCOC1(OCC)Cc2nc3ccccc3cc21	97.2*	96.7*	96.7*	96.8*	92.5*	95.5*
N#Cc1c(SCc2ccc(Cl)cc2)nsc1Nc1ccc(Cl)cc1	86.0*	86.2*	21.0	88.0*	87.7*	87.2*
COC(=N)CCOC(=O)c1ccccc1	23.3	-12.2	-2.0	-4.2	-26.6	18.2
O=C(O)c1ccccc1C(c1ccccc1)c1ccccc1	67.0	44.4	75.3*	65.2	74.3*	85.8*
CNCCNC	-23.3	-14.9	-16.9	-23.2	-6.5	-12.6
CC(N)C(=O)NC(C(=O)NC1C(O)OC(CO)C(O)C1O)C(C)C (stereo not given)	-5.8	6.1	7.1	-17.2	8.0	-17.4
CC(CC(=O)c1ccc2ccccc2c1)C(=O)O (stereo not given)	20.3	16.1	-9.8	-0.2	-4.3	0.2
NC(=O)N/N=C1\CC2C3CC4C2C4C13 (stereo not given)	-27.4	-29.3	-8.1	-39.7	-2.5	-1.1

Another view of part of the listing above.
Below each SMILES: mlh1 rad18 | yeast rad50 | yeast bub3 | mec2-1 | yeast cln2 rad14 | sgs1 mgt1
> COC(=N)CCOC(=O)c1ccccc1
  23.3 | -12.2 | -2.0 | -4.2 | -26.6 | 18.2
> O=C(O)c1ccccc1C(c1ccccc1)c1ccccc1
  67.0 | 44.4 | 75.3* | 65.2 | 74.3* | 85.8*

The results go on:
SMILES	mlh1 rad18	yeast rad50	yeast bub3	mec2-1	yeast cln2 rad14	sgs1 mgt1
c1ccc2c(c1)ccc1nccnc12	14.7	23.9	3.8	10.8	-15.6	5.6
NNc1ncnc2c1ncn2Cc1ccccc1	-14.4	1.6	-22.6	-3.1	-2.0	1.8
CC(=O)OCC(=O)c1cc(C)n(C)c(=O)c1CN1C(=O)c2ccccc2C1=O	-12.7	-10.7	10.6	9.1	-36.3	2.2
CCCN(CCC)OS(=O)c1ccc(C(=O)SCC)cc1 (stereo not given)	-5.3	-2.3	16.6	-6.9	33.0	-0.3
CC1CC(N2CSC(=S)N(C3CC(C)CC(C)(C)C3)C2)CC(C)(C)C1 (stereo not given)	-0.4	-17.2	3.9	-16.2	9.5	-4.5
CN1C(C)(C)CC(CN2c3ccccc3Sc3ccccc32)C1(C)C (stereo not given)	45.2	34.2	27.9	6.8	-19.3	37.9
Cc1cc(Nc2ccc3c(c2)OCO3)c2cc3c(cc2n1)OCO3	-42.1	10.6	-0.5	-9.2	3.8	-14.9
C=C(C)C1CC(=O)C2(C)C(C1)OC(=O)C2C(=O)OCC (stereo not given)	-6.7	11.6	0.1	-0.7	8.9	-8.3
O=C1C(=O)C2CC3(CC1N2Cc1ccccc1)OCCO3	95.5*	98.0*	86.5*	96.5*	95.2*	96.9*
COc1ccc(C2S/C(=C\c3ccc([N+](=O)[O-])cc3)C(=O)N2NC(=O)Cc2ccccc2)cc1 (stereo not given)	8.7	17.9	11.4	-8.0	-23.8	2.9
Cc1ccc(C2CCCCC2)cc1Br	28.3	5.7	9.4	4.2	3.1	4.4
O=[N+]([O-])c1ccc(C=Nc2ccc3c(c2)Cc2ccccc2-3)cc1	1.2	-7.7	-16.4	-16.8	-20.1	9.9
CCN(CC)CC(O)c1ccc2cc(Cl)c3ccccc3c2c1 (stereo not given)	99.6*	99.5*	99.5*	99.5*	99.3*	99.6*
Nc1nc(N)c2nc(/C=C/c3ccc4c(c3)OCO4)cnc2n1	-13.8	-2.2	-9.1	-25.4	2.1	-4.5
c1coc(CNc2ncnc3[nH]ncc23)c1	6.6	-7.1	-0.3	-5.2	-8.6	5.7

Quoted at random: 7 entries already listed.
SMILES	mlh1 rad18	yeast rad50	yeast bub3	mec2-1	yeast cln2 rad14	sgs1 mgt1
O=C(CBr)c1ccc(S(=O)(=O)c2ccccc2)cc1	78.3*	67.3	72.2*	92.7*	27.9	85.0*
COC(=O)CC(c1ccc(OC)cc1)c1cc2c(cc1OC)OCO2 (stereo not given)	15.5	3.5	18.3	3.8	7.5	2.8
CC(=O)NC(CCc1ccc(Cl)c(Cl)c1)c1cccc(O)c(=O)c1 (stereo not given)	88.9*	88.9*	82.5*	92.0*	63.7	86.0*
CCC(c1ccc(OCC(=O)N2CC2)cc1)C(CC)c1ccc(OCC(=O)N2CC2)cc1 (stereo not given)	1.8	11.8	-0.3	10.3	17.8	13.5
COC(=O)C(CCCCNC(=O)CNC(=O)OCc1ccccc1)NC(=O)C(CCCCNC(=O)CNC(=O)OCc1ccccc1)NC(=O)OCc1ccccc1 (stereo not given)	9.0	-11.6	-24.6	-23.3	2.6	-31.8
CCNCCCN	42.0	53.2	4.2	11.3	44.8	9.8
c1coc(CNc2ncnc3[nH]ncc23)c1	6.6	-7.1	-0.3	-5.2	-8.6	5.7

More compounds follow:
SMILES	mlh1 rad18	yeast rad50	yeast bub3	mec2-1	yeast cln2 rad14	sgs1 mgt1
CN(C)CCNC(=O)CN	2.8	0.1	5.9	-12.2	-0.6	4.1
N#CC(NNC(=O)Cc1ccccc1)c1cccc(O)c1 (stereo not given)	-48.3	-12.3	-45.7	-55.9	4.7	-76.3
Cc1ccc(S(=O)(=O)N/N=C2\CCC3(C)C(CCC4C3CCC3(C)C(C(C)CCCC(C)C)CCC43)C2)cc1 (stereo not given)	33.9	42.3	-4.0	17.8	27.6	35.3
Cc1ccc(N=Nc2cc(C)c(N)cc2N)c(S(=O)(=O)O)c1	-24.5	-33.3	3.5	-5.3	-38.5	-16.4
CCOC(=O)c1cc(Cl)c(O)c(Cl)c1	13.9	4.5	3.2	-14.0	11.7	1.4
Cc1cc2c(C=O)[nH]nc2c(C#N)c1C	25.7	22.9	-5.0	-1.1	14.3	9.4
CC1=COC2=C(C)C(=O)C(=O)c3c(C)ccc1c32	80.0*	88.3*	81.0*	89.2*	77.8*	77.5*
CC1CC(C)NC(=O)N1 (stereo not given)	0.4	-13.0	15.8	13.5	16.1	-13.9
COC(=O)c1ccc(C(=O)c2ccc(OC)cc2OC)cc1	-17.4	-0.1	4.2	-4.0	-58.8	-0.8
CC(=O)Oc1cc(Cl)c(Cl)cc1Cl	-2.1	19.9	-16.4	29.9	-30.4	-5.7
O=C(Cl)C(c1ccccc1)(c1ccccc1)c1ccccc1	96.3*	98.2*	94.7*	95.1*	92.0*	97.8*
CC(C)c1cccc(C(C)C)c1NC(=O)C(=O)C1CCC2=C(Sc3ccccc3N2)C1=O (stereo not given)	13.9	-16.6	27.4	10.2	-0.1	-15.2
CCCC(=O)Nc1cn(COC)c(C(=O)N2C[C@@H]3C[C@]34C2=CC(=O)c2[nH]cc(C)c24)n1	50.8	28.2	26.2	20.4	14.2	34.4
[O-][n+]1onc2c3nn(-c4ccccc4)nc3ccc21	-13.6	16.4	9.6	6.0	36.4	-2.7
ON=C(C1CCCCC1)C1CCCCC1	-32.9	-7.3	-18.3	-29.1	-37.6	-13.0
c1ccc(-c2nc3ncccn3n2)cc1	-10.2	13.8	-1.1	-6.0	-19.4	1.2
CCCC(=O)c1c(C)cc(C)cc1C	11.1	-6.6	-7.5	-19.7	9.4	-24.4
O=CC(NC(=O)OCc1ccccc1)C(O)C(O)C(O)CO (stereo not given)	-16.9	-15.3	-15.9	2.7	-6.3	1.8
CCOC(=O)/C=C(\N=P(c1ccccc1)(c1ccccc1)c1ccccc1)C(F)(F)C(F)(F)C(F)(F)C(F)(F)C(F)(F)F	45.2	19.4	20.2	4.0	18.4	32.4
Nc1nc2c(nnn2C2OC(COP(=O)(O)OP(=O)(O)O)C(O)C2O)c(=O)[nH]1 (stereo not given)	-6.2	16.9	1.4	3.3	23.9	22.7
O=C(Nc1ccccc1)ON=C1CCCCC1	89.6*	80.0*	77.2*	63.6	61.8	94.2*
O=C(CN1CCOCC1)N1c2ccccc2Sc2cc3ccccc3cc21	17.6	32.1	21.2	15.6	16.1	16.9
O=Cc1cc(S(=O)(=O)c2ccc(O)c(C=O)c2)ccc1O	98.6*	98.7*	99.0*	98.7*	97.5*	98.8*
O=C(ONC1CCC(CC2CCCCC2)CC1)c1ccccc1 (stereo not given)	98.5*	98.5*	98.2*	98.8*	96.8*	99.0*
CC(=O)c1ccc2c(c1)-c1ccc(C(C)=O)cc1-2	-7.6	-11.9	-10.8	-0.7	-11.0	-14.4
O=C(CCN1C(=O)c2ccccc2C1=O)c1cnc(N2C(=O)c3ccccc3C2=O)[nH]1	2.5	15.6	18.9	-4.5	-22.4	11.4
CC(=O)CC(=O)NC1CCCC1	-13.9	-25.8	-50.0	-38.6	-3.5	-33.0
Cn1c(=O)c2[nH]c(CCCCCCC(=O)O)nc2n(C)c1=O	7.8	-4.4	24.4	-13.3	-21.1	-1.5
CC(=O)Nc1ccc(-c2nnc(SCC(=O)Nc3cccc(Cl)c3)o2)cc1	28.7	22.2	73.7*	15.6	-33.8	55.6
CCOC(=O)C1(C)CCN(C)C1=O (stereo not given)	3.1	-1.6	-1.8	-10.9	-6.0	3.8
COc1nc(NC2OC(COC(C)=O)C(OC(C)=O)C(OC(C)=O)C2OC(C)=O)c(C(=O)CCl)c(=O)[nH]1 (stereo not given)	13.7	3.8	-2.2	6.5	-0.4	8.4
O=C(O)CN1CCSc2ccccc2CN(CC(=O)O)CCSc2ccccc2C1	-8.0	4.5	12.7	3.1	-32.0	-2.6
